Source: PubChem
FLuc inhib CS: inhibits firefly luciferase, flagging false hits in luciferase inhibition screens. P08659. ATPLite firefly luciferase biochemical luminescence, 10 min. inhibition, % at 10 µM. 200,000 tested, 1.5% active. AID 1006;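 active = inhibition above about 50% when tested at 10 µM, limit read from the data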
APP 5UTR inh: APP translation inhibition | SH-SY5Y APP 5'UTR-luciferase reporter, luminescence | 190,000 tested, 0.82% active | inhibition, % at 2 µM | AID 1285;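 active = inhibition above a set limit, derived from the sample mean plus 3 SD, cut at about 45% in these data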; also: values of inactives mirror those of a sister screen read the other way
TNAP act hiacc: TNAP (human) activation, high acceptor; purified TNAP, CDP-star luminescence, 1 M DEA, 30 min; stronger effect = higher value; 0 = EDTA background, 1 = DMSO-only activity; activation factor at 20 µM; 200,000 tested, under 10 active;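 active = activation factor at least 2 at 20 µM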
Target sequence (P05186 whole entry, looked up): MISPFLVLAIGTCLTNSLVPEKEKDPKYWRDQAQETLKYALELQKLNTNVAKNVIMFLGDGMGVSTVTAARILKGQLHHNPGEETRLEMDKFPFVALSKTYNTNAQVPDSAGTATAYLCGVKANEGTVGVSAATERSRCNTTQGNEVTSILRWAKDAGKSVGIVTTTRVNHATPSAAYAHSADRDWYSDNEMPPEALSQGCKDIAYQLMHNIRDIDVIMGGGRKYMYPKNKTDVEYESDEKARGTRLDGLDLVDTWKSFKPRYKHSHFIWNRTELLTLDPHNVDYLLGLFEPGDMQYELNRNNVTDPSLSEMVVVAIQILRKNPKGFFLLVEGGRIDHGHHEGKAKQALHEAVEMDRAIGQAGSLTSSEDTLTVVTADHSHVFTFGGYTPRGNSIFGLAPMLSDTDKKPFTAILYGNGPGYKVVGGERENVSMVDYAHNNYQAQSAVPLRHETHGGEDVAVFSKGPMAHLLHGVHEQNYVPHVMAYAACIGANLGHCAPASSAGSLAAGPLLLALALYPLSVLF
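Assay system: human TNAP; Input: enzyme diluted 1/800 final; Reagent: CDP-star luminogenic substrate at 100 µM final; Timing: 30 min, room temperature; Signal: luminescence; Evaluation: TNAP activation factor scaled between EDTA and DMSO control wells.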
TNAP inh noacc: blocks human TNAP activity with no phosphate acceptor present | inhibition, % at 20 µM | AID 1012 | purified TNAP, CDP-star luminescence, 30 min | 200,000 tested, 0.26% active | P05186;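 active = tissue-nonspecific alkaline phosphatase inhibition above about 50% at 20 µM in the single-dose screen, limit read from the data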;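 also: 0% = DMSO negative control and 100% = EDTA positive control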
bIAP inhibitor: intestinal alkaline phosphatase (bovine) inhibition. purified bovine IAP, CDP-star luminescence, 30 min. inhibition, % at 20 µM. 190,000 tested, under 10 active. AID 1019;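 active = over 50% inhibition of intestinal alkaline phosphatase at 20 µM in the single-dose screen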
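test system = bovine IAP enzyme | medium = DEA buffer 100 mM, pH 9.8, with MgCl2 1.0 mM, ZnCl2 0.02 mM | detection = luminescence | dosing = single compound dose of 20 µM, 2% DMSO final | incubation = 30 min reaction at room temperature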
FLuc stim CS: affects firefly luciferase, flagging false hits in luciferase stimulation screens. ATPlite luciferase biochemical, luminescence, 10 min; 0 = ATP-free wells, 1 = DMSO control. activation factor at 10 µM. 200,000 tested, under 10 active. AID 1027;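 active = luciferase activation factor, scaled between plate controls, of at least 2 with compound at 10 µM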
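System: luciferase plus luciferin reagent, cell-free; medium: PBS as buffer for the ATP substrate; dosing: test compounds dosed from 2 mM stocks in 100% DMSO; timing: 10 min post-reagent at room temperature; measured by: luminescence measurement of luciferase light output; evaluation: luciferase activation, seen as luminescence increase over controls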
bIAP act: increases bovine intestinal alkaline phosphatase activity | 200,000 tested, 0.17% active | activation factor at 20 µM | AID 1016 | purified bovine IAP, CDP-star luminescence, 30 min; stronger effect = higher value; fold of DMSO-control signal, blank-subtracted;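 active = activation factor of 2 or more at 20 µM, a signal rise over negative controls twice the positive control's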
TNAP inh hiacc: blocks human TNAP under high phosphate acceptor concentration | purified TNAP, CDP-star luminescence, 1 M DEA | inhibition, % at 20 µM | 200,000 tested, 0.03% active | AID 1135;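 active = over 50% inhibition of tissue-nonspecific alkaline phosphatase at 20 µM in the single-dose screen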;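 also: plate controls were DMSO wells for no effect and EDTA-quenched wells as full inhibition for full effect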
RAM inhibit: blocks the yeast RAM network. 190,000 tested, 1.8% active. AID 868. S. cerevisiae dse1pr::URA3 reporter, 5-FOA growth OD615, 2 d; analog-sensitive cbk1-as2 kinase mutant strain. inhibition, % at 50 µM;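 active = inhibition above a set limit, 3 SD over mean compound inhibition, cut at about 8.4% in these data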;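 also: 0% = DMSO-only wells with no growth and 100% = 10 µM 1-NA-PP1 full growth; inhibition rescues growth on 5-FOA so higher OD means more RAM inhibition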
Lmaj promast: Leishmania major promastigote growth inhibition; Leishmania major promastigotes, resazurin fluorescence viability; inhibition, % at 10 µM; 200,000 tested, 9% active; AID 1063; in the data active = inhibition above about 50%;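 also: promastigotes grown with compound for 44 hours at 28 °C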
Starred values were filed as active, the others as inactive; i = inactive.

SMILES	FLuc inhib CS	APP 5UTR inh	TNAP act hiacc	TNAP inh noacc	bIAP inhibitor	FLuc stim CS	bIAP act	TNAP inh hiacc	RAM inhibit	Lmaj promast
Cc1ccc(C(=O)NCC2CCCO2)cc1[N+](=O)[O-] (stereo not given)	-7	-3	1	-16	30	1.1	0.7	-3	-1.2	27
Cc1ccc(-c2cc(C(F)(F)F)c(C#N)c(=O)[nH]2)cc1	1	6	1	-17	13	1	0.9	-2	5.1	-8
COc1ccc(CCNC(=O)c2cnn3cccnc23)cc1OC	-6	30	1	-4	12	1.1	0.9	-4	-1.5	16
CCn1nc(C)c(/C=N/NC(=O)Cc2ccc(Cl)cc2)c1C	4	-27	1	-6	16	1	0.8	-4	0.1	-3
Cc1[nH]n(-c2ccccc2)c(=O)c1/C=C1/C=c2ccccc2=N1	6	-20	0.9	0	14	0.9	0.9	11	3.6	19
CCCSc1nc2c(cnn2-c2ccc(C)cc2)c(=O)[nH]1	-10	15	1.1	2	18	1.1	0.8	-6	2.2	-2
O=C(CSc1nnc(NC(=O)c2ccco2)s1)Nc1ccccc1	34	-9	1	-13	-3	0.7	1	-2	2.6	-10
CCCOc1ccccc1N1C(=O)CC(N(O)c2ccccc2)C1=O (stereo not given)	-6	4	1.1	-7	10	1.1	0.9	-8	-0.4	-3
CCOc1cc(NC(=S)NCCCN2CCOCC2)c(OCC)cc1NC(=O)c1cccc(C)c1	-4	6	1	-4	2	1	1	2	-0.4	-2
COc1ccc(NC(=O)CSc2nc(C)cs2)cc1OC	-2	-20	1	-16	11	1	0.9	-4	0.8	-1
Cc1ccc(-c2nnc(N3CCN(C(=O)Cn4c(=O)n(C)c5ccccc54)CC3)c3ccccc23)cc1	-6	-1	1	-7	9	1.1	0.9	2	0.6	-1
CNc1oc(-c2ccc(Cl)cc2)nc1P(=O)(c1ccccc1)c1ccccc1	-1	-4	1.1	-8	-6	1	1.1	-6	4.9	44
Cc1csc(=NC(=O)c2ccccc2)n1Cc1ccco1	-2	-8	1.1	-14	32	1	0.7	-8	0.8	24
O=S(=O)(Nc1ccc(Cc2ccncc2)cc1)c1ccc(Br)cc1	-7	-15	1	-10	6	1.1	0.9	-4	1.8	10
COc1ccc(CNC(=O)c2ccc(N3CCCC3=O)cc2)cc1	-6	-34	1	-14	2	1.1	1	-3	1.7	-3

12 entries from above, reformatted:
| mol | FLuc inhib CS | APP 5UTR inh | TNAP act hiacc | TNAP inh noacc | bIAP inhibitor | FLuc stim CS | bIAP act | TNAP inh hiacc | RAM inhibit | Lmaj promast |
| --- | --- | --- | --- | --- | --- | --- | --- | --- | --- | --- |
| CCn1nc(C)c(/C=N/NC(=O)Cc2ccc(Cl)cc2)c1C | 4 | -27 | 1 | -6 | 16 | 1 | 0.8 | -4 | 0.1 | -3 |
| Cc1[nH]n(-c2ccccc2)c(=O)c1/C=C1/C=c2ccccc2=N1 | 6 | -20 | 0.9 | 0 | 14 | 0.9 | 0.9 | 11 | 3.6 | 19 |
| CCCSc1nc2c(cnn2-c2ccc(C)cc2)c(=O)[nH]1 | -10 | 15 | 1.1 | 2 | 18 | 1.1 | 0.8 | -6 | 2.2 | -2 |
| O=C(CSc1nnc(NC(=O)c2ccco2)s1)Nc1ccccc1 | 34 | -9 | 1 | -13 | -3 | 0.7 | 1 | -2 | 2.6 | -10 |
| CCCOc1ccccc1N1C(=O)CC(N(O)c2ccccc2)C1=O (stereo not given) | -6 | 4 | 1.1 | -7 | 10 | 1.1 | 0.9 | -8 | -0.4 | -3 |
| CCOc1cc(NC(=S)NCCCN2CCOCC2)c(OCC)cc1NC(=O)c1cccc(C)c1 | -4 | 6 | 1 | -4 | 2 | 1 | 1 | 2 | -0.4 | -2 |
| COc1ccc(NC(=O)CSc2nc(C)cs2)cc1OC | -2 | -20 | 1 | -16 | 11 | 1 | 0.9 | -4 | 0.8 | -1 |
| Cc1ccc(-c2nnc(N3CCN(C(=O)Cn4c(=O)n(C)c5ccccc54)CC3)c3ccccc23)cc1 | -6 | -1 | 1 | -7 | 9 | 1.1 | 0.9 | 2 | 0.6 | -1 |
| CNc1oc(-c2ccc(Cl)cc2)nc1P(=O)(c1ccccc1)c1ccccc1 | -1 | -4 | 1.1 | -8 | -6 | 1 | 1.1 | -6 | 4.9 | 44 |
| Cc1csc(=NC(=O)c2ccccc2)n1Cc1ccco1 | -2 | -8 | 1.1 | -14 | 32 | 1 | 0.7 | -8 | 0.8 | 24 |
| O=S(=O)(Nc1ccc(Cc2ccncc2)cc1)c1ccc(Br)cc1 | -7 | -15 | 1 | -10 | 6 | 1.1 | 0.9 | -4 | 1.8 | 10 |
| COc1ccc(CNC(=O)c2ccc(N3CCCC3=O)cc2)cc1 | -6 | -34 | 1 | -14 | 2 | 1.1 | 1 | -3 | 1.7 | -3 |

The results go on:
SMILES	FLuc inhib CS	APP 5UTR inh	TNAP act hiacc	TNAP inh noacc	bIAP inhibitor	FLuc stim CS	bIAP act	TNAP inh hiacc	RAM inhibit	Lmaj promast
CCc1nnc(NC(=O)c2oc3cc(C)c(C)cc3c2C)s1	-7	-17	1.1	-12	-16	1.1	1.2	-6	3.2	-5
Cc1ccc(CNC(=O)CCCCn2c(=O)[nH]c3ccsc3c2=O)cc1	0	5	1	-9	-1	1	1	1	6.6	-1
CN(NC(=O)CN1C(=O)c2ccccc2C1=O)C1=NS(=O)(=O)c2ccccc21	-6	11	1	-10	2	1.1	1	-3	2.0	-2
CC1=NNC(=O)C1C(c1ccccc1)C1C(=O)NN=C1C (stereo not given)	0	-4	0.8	44	-32	1	1.3	22	1.2	13
COc1cc(OC)nc(S(C)(=O)=O)n1	-9	-5	1	-10	-16	1.1	1.2	-2	2.6	0
CC(Oc1ccc(Cl)cc1Cl)C(=O)/C=C/N(C)C (stereo not given)	-8	0	1	5	1	1.1	1	0	4.5	-4
O=c1cc(N2CCc3ccccc32)[nH]c(=O)n1-c1ccc(Br)cc1	-3	-4	1.1	-13	4	1	1	-8	7.2	-9
O=C(COC(=O)c1ccccc1C(=O)N1CCN(c2ccc(F)cc2)CC1)NCc1ccccc1	-4	23	1	-2	0	1	1	-2	1.3	-4
O=C(Nc1ccc(S(=O)(=O)Nc2ncccn2)cc1)c1ccccc1NS(=O)(=O)c1ccc(F)cc1	-1	14	1	-7	-14	1	1.1	-3	1.9	-6
CCC(CC)C(=O)c1c[nH]c(C(=O)O)c1	-4	-1	1	-19	-4	1	1	-4	2.5	-2
Cc1cc2occ(CC(=O)NCc3cccs3)c2cc1C(C)C	-8	-11	1	-5	-29	1.1	1.3	-3	2.4	-3
COc1ccc(NC(=O)c2noc(C(C)C)c2[N+](=O)[O-])cc1	-2	-14	1.1	-9	11	1	0.9	-5	2.5	-6
COc1ccc(S(=O)(=O)N2CCOCC2)cc1NC(=O)CN1CCC(Cc2ccccc2)CC1	-5	-7	1.1	-27	14	1	0.9	-7	-0.4	99*
C[N+]1(C2CCC3CCCC2C3O)CCCCC1 (stereo not given)	-4	-1	1.1	-10	3	1	1	-9	0.4	-1
CC(C(=O)Nc1cccc(S(=O)(=O)N2CCOCC2)c1)N1CCN(c2ccc(F)cc2)CC1 (stereo not given)	-2	0	1	-12	0	1	1	-4	0.4	-6
O=c1c2ccccc2nc2n1C(CSc1ccc(Cl)cc1)CN2 (stereo not given)	-4	-8	1.1	11	2	1	1	-5	0.5	-1
COc1ccccc1-c1ccc(=O)n(CC(=O)NCc2ccc3c(c2)OCO3)n1	-4	-4	1	-6	-14	1	1.1	-1	1.7	-8
COc1ccc(CNc2nc(-c3cccnc3)nn2C(=O)c2cccs2)cc1	-6	-3	1	8	9	1.1	0.9	-3	1.0	-1
Oc1c(/C=N/Nc2cccc3cccnc23)ccc2ccccc12	6	-87	1	i	-4	0.9	1	4	4.9	-14
Clc1ccc(OCc2nnc(SCCN3CCCCC3)n2Cc2ccco2)cc1	-5	25	1	-9	-19	1.1	1.2	-5	0.4	100*
Cc1ccc(CN2CCN(C(=O)C3CCC3)CC2)cc1	-3	-4	1	-6	2	1	1	0	-1.0	-2
CCn1c2ccccc2c2cc(NC(=O)CSc3nnc(-c4ccc(OC)c(OC)c4)n3N)ccc21	-10	2	1	-11	-11	1.1	1.1	-2	2.5	95*
CC(C)C1=Nc2cccc3cccc(c23)N1	-8	2	1	2	-3	1.1	1	-4	1.1	35
CON1C(=O)CN(C(C)=O)C1c1ccc(Cl)cc1Cl (stereo not given)	-7	9	1	-12	4	1.1	1	-4	0.0	-3
COC(=O)c1cc(C#N)c(N2CCOCC2)nc1C	0	7	1	-4	0	1	1	4	-0.6	0
CC1CCCN(C(=O)CCc2ccccc2)C1 (stereo not given)	-1	-9	1	-1	16	1	0.8	-1	1.7	31

2 compounds from above, limited to APP 5UTR inh and TNAP inh noacc:
SMILES | APP 5UTR inh | TNAP inh noacc
CCn1c2ccccc2c2cc(NC(=O)CSc3nnc(-c4ccc(OC)c(OC)c4)n3N)ccc21 | 2 | -11
CC(Oc1ccc(Cl)cc1Cl)C(=O)/C=C/N(C)C (stereo not given) | 0 | 5
